Screening data deposited in PubChem BioAssay by National Center for Advancing Translational Sciences (NCATS).
LmPK inhibitor – LmPK (Leishmania mexicana) enzyme inhibition; purified LmPK, Kinase-Glo ATP luminescence, 1 h; actives 0.37% (n = 290,000); Q27686; Potency, µM (doses to about 57.5 µM), for the others: at the top dose activity change, negative = inhibition, most hits filed as inhibitors
Target sequence (Q27686 whole entry, looked up): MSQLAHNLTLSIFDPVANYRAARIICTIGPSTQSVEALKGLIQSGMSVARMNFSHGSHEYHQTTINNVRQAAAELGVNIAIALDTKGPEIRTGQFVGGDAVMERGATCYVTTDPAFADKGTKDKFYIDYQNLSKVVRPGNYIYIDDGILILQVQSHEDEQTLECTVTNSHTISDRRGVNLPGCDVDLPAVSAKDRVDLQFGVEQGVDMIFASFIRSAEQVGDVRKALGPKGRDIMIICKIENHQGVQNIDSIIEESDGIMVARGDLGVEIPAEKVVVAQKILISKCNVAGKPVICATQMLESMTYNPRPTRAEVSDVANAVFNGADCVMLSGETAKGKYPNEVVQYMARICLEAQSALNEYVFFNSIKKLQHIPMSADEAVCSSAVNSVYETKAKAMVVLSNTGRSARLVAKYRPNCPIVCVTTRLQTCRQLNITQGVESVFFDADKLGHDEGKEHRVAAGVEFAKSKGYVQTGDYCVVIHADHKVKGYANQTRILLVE
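Purified LmPK (0.1 nM) with 0.5 mM PEP and 0.1 mM ADP in imidazole buffer pH 7.2 with MgCl2/KCl, 1 h at room temperature. ATP formed was read by luciferase luminescence and normalized to no-enzyme and uninhibited controls.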
HCV inhibitor – blocks hepatitis C virus | Huh7.5.1 HCVcc-Cre infection, luciferase reporter, 44 h | Potency, µM (doses to about 41.8 µM), for inactives: at the highest dose activity change, negative = inhibition, actives largely listed as inhibitors | actives 3.4% (n = 340,000) | AID 651820
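1,000 cells/well; 4 h culture; + compound; + HCVcc-Cre (~0.5 moi); 44 h; luciferase substrate, RT 15 min; read 15 sec.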
Sm TGR inh – S. mansoni TGR enzyme inhibition | Q962Y6 | purified TGR, DTNB reduction, TNB absorbance 405 nm | Potency, µM (series often up to 114 µM), for inactives: at the highest dose activity change, negative = inhibition, hits mostly inhibitors | actives 3% (n = 360,000) | AID 485364; also: nearly all actives have a fitted effect of over 60% in size
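TGR 20 nM + NADPH 100 uM (dispensed conc.), cpd preinc 15 min RT; start with NADPH (500 uM addition) then DTNB (15 mM addition). Kinetic TNB absorbance, 405 nm filter. Four-parameter Hill fit across titration.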
Tb PYK inh – blocks Trypanosoma brucei pyruvate kinase; TbPYK enzyme, Kinase-Glo Plus ATP luminescence, 45 min; Potency, µM (series often up to 76.8 µM), for the others: at the top dose activity, negative = inhibition, hits mostly inhibitors; actives 0.12% (n = 410,000); AID 624173; also: nearly all actives have a fitted effect of over 50% in size
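Enzyme and substrate buffer are dispensed first and compound is pin-transferred. ADP at 130 uM final then starts the reaction, which runs 45 min at room temperature. Detection reagent is added for 10 min before luminescence is imaged.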
Pf growth 48h – inhibits P. falciparum growth in the first generation, 48 h; P. falciparum luciferase growth in erythrocytes, 48 h; Potency, µM (series often up to 28.7 µM), without a hit: top-dose activity change, negative = inhibition, actives largely listed as inhibitors; actives 5.9% (n = 310,000)
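Luminescence readout; reporter = integrated firefly luciferase in P. falciparum. RBC culture at 2% hematocrit, 0.1% parasitemia final, 37 C/5% CO2; decreased signal taken as growth inhibition.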
Pf growth 96h – P. falciparum growth inhibition at 96 hours | actives 6.9% (n = 320,000) | Potency, µM (top dose mostly 28.7 µM), for the others: at the highest dose activity change, negative = inhibition, actives largely listed as inhibitors | P. falciparum luciferase reporter growth, 96 h
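Two-generation exposure (96 h) targets delayed-death phenotype. Reporter parasites carrying integrated firefly luciferase, in red cells at 2% hematocrit and 0.05% parasitemia final, kept at 37 C, 5% CO2; luminescence loss indicates inhibition.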
Active calls of the source: *; i = inactive; ? = inconclusive; . = not tested or not shown; [ ] = remark or other dose. Calls follow the shape of the dose curve; as a rule, active = well fitted curve in the direction sought with a large enough effect; inconclusive = small, poorly fitted or top-dose-only effect, or another doubt; inactive = no such curve, though single readings can be large; an effect the other way counts as inactive or inconclusive. % is scaled to controls: 0 for no effect and ±100 for the full control effect; potency is read from the fitted curve at half-maximal effect. Outcome played no part in choosing rows (roughly 16% active in at least one column).

smiles	LmPK inhibitor	HCV inhibitor	Sm TGR inh	Tb PYK inh	Pf growth 48h	Pf growth 96h
CC(C)(C)c1ccc(-c2nc(C#N)c(N3CCC(C(N)=O)CC3)o2)cc1	-6%	-1%	0%	6%	?	?
CCNc1ccc(C(=O)O)cc1N	2%	?	-6%	-13%	11%	90%[activator]
COCCN=C1NN=C(c2ccc(C)c([N+](=O)[O-])c2)CS1	-3%	6%	-2%	?	185%[activator]	134%[activator]
CC1CCC(NC(=O)CC(C)(C)Cc2nc3ccccc3c(=O)[nH]2)CC1 (stereo unspecified)	2%	?	-18%	-5%	9%	?
COc1ccc(C(=O)c2coc3ccc(O)cc23)cc1	-4%	-15%	3%	-2%	-31%	-6%
O=C(NCCC1=CCCCC1)C1CCN(Cc2cnn(-c3ccccc3)c2-n2cccc2)CC1	3%	?	2%	-6%	?	?
CN(C)c1ccc(C(=O)c2ccccc2C(=O)O)c(O)c1	3%	4%	-4%	-2%	?	?
CCCCNC(=O)NS(=O)(=O)c1ccc(NS(=O)(=O)c2ccccc2)cc1	-2%	5%	-9%	-4%	7%	.
Cn1cc(P(=O)(N2CCOCC2)N2CCOCC2)cc1P(=S)(N1CCOCC1)N1CCOCC1	-4%	-11%	0%	?	7%	6%
O=C(NCc1cccnc1)c1ccc(S(=O)(=O)N2CCCCCC2)cc1	4%	-1%	9%	1%	0%	-2%

Single entries from the list:
Reading of CCCCNC(=O)NS(=O)(=O)c1ccc(NS(=O)(=O)c2ccccc2)cc1 under HCV inhibitor: 5%
Reading of CC(C)(C)c1ccc(-c2nc(C#N)c(N3CCC(C(N)=O)CC3)o2)cc1 under LmPK inhibitor: -6%
Reading of O=C(NCCC1=CCCCC1)C1CCN(Cc2cnn(-c3ccccc3)c2-n2cccc2)CC1 under Sm TGR inh: 2%
Reading of COCCN=C1NN=C(c2ccc(C)c([N+](=O)[O-])c2)CS1 under Pf growth 48h: 185%[activator]
Reading of O=C(NCc1cccnc1)c1ccc(S(=O)(=O)N2CCCCCC2)cc1 under Pf growth 48h: 0%
Reading of CCNc1ccc(C(=O)O)cc1N under Pf growth 48h: 11%
Reading of Cn1cc(P(=O)(N2CCOCC2)N2CCOCC2)cc1P(=S)(N1CCOCC1)N1CCOCC1 under LmPK inhibitor: -4%

Additional records follow:
smiles	LmPK inhibitor	HCV inhibitor	Sm TGR inh	Tb PYK inh	Pf growth 48h	Pf growth 96h
O=C(CN1CCc2cc3c(cc2C1)OCCCO3)Nc1cccc(Br)c1	-15%	-30%	14%	-3%	11%	?
COc1ccc(OC)c(NC(=O)N2CCCC(C(=O)c3ccccc3OC)C2)c1 (stereo unspecified)	7%	-13%	-32%	2%	-1%	39%[activator]
Cc1ccsc1/C=C/C(=O)O	-7%	-3%	6%	1%	-2%	28%
Cc1ccccc1OCC(O)CNCCOc1ccc(C(N)=O)cc1 (stereo unspecified)	.	.	.	5%	-12%	-29%
CCCC1(C(=O)OCC)NC(c2ccc(N(C)C)cc2)C2C(=O)N(c3ccc4c(c3)OCCO4)C(=O)C21 (stereo unspecified)	4%	2%	2%	?	?	6%
COc1ccccc1CNC(=O)CCCC(=O)n1ncc2cc(C)ccc21	-4%	20%	-10%	7%	21%	-4%
Cc1ccc(NC(=O)c2cnccn2)nc1	0%	4%	0%	-6%	19%	-8%
COc1ccc(CN2C(=O)C(C)Oc3ccccc32)cc1 (stereo unspecified)	-2%	13%	-9%	3%	-7%	?
CCOc1cc(CNc2ccc(S(N)(=O)=O)cc2)ccc1OCC(=O)NC(C)(C)C	1%	?	-11%	3%	21%	?
O=C(CSc1nc2ccccc2o1)Nc1ccc(N2CCOCC2)cc1	3%	.	-6%	-1%	236%[activator]	32%[activator]
C=CCNC(=O)c1scc2c1CCCC2	-10%	?	-2%	2%	2%	-6%
CCn1c(=O)n(CC(=O)Nc2ccc(F)cc2)c(=O)c2ccccc21	-3%	6%	6%	4%	-4%	30%
CCN(CC)Cc1c(O)ccc2c(=O)c(-c3ccccc3)coc12	-14%	-12%	1%	2%	54%[activator]	-27%
COc1ccccc1Oc1ccc(-c2cnc3ccccc3n2)cc1[N+](=O)[O-]	1%	?	3%	-1%	?	69%[activator]
CN(c1ccccc1)S(=O)(=O)c1cccc(C(=O)OCC(=O)NCc2ccc3c(c2)OCO3)c1	0%	20%	-9%	-9%	10%	23%
COc1ccc(N2CCN(C(c3nnnn3C3CCCC3)C(C)C)CC2)cc1 (stereo unspecified)	-6%	?	-8%[57.1 µM]	-9%	-11%	40%[activator]
COc1cccc(C2=NOC(C(=O)Nc3cc(C)on3)C2)c1 (stereo unspecified)	-10%	4%	19%	1%	-6%	-7%
COc1ccc(-c2ccc3c(c2)S(=O)(=O)c2cccc(C(=O)NCc4ccccc4Cl)c2C3=O)cc1OC	.	3%	-31%	-7%	22%	31%[activator]
C[N+]1(CCC(=O)c2ccccc2)CCCCC1	-2%	25%	0%	-22%	?	?
CC(C)CC(c1nnnn1Cc1ccccc1)N1CCC(C(N)=O)CC1 (stereo unspecified)	2%	-3%	-8%	-4%	?	157%[activator]
COc1ccc(C(=O)NC(C)c2nnc(SCc3ccc(Cl)c(Cl)c3)n2C)cc1 (stereo unspecified)	1%	-14%	-2%	-1%	?	12µM*
COc1ccc(NC(=S)N/N=C/c2cccn2Cc2ccc(F)cc2)cc1	1%	?	?	4%	?	-2%
Cc1ccc(CNC(=O)C2(C)Oc3ccccc3NC2=O)cc1 (stereo unspecified)	2%	5%	11%	-2%	.	2%
COc1cc(C)c(CN2CCC(Oc3ccc(C(=O)N4CCCC4)cc3)CC2)cc1C	2%	?	1%	26%	?	5%
Cc1noc(NS(=O)(=O)c2ccc(NC(=O)c3ccc(Cl)c(S(=O)(=O)N(C)c4ccccc4)c3)cc2)c1C	.	-13%	-1%	0%	?	?
COc1cc(Oc2nc(C(F)(F)F)nc3ccccc23)ccc1C=O	1%	10%	-16%	6%	-2%	41%[activator]
COc1ccc(Cc2nnc(NC(=O)c3ccc(OC(C)=O)cc3)s2)cc1OC	1%	3%	-2%	4%	10%	0%
CC(C)[C@H](N)C(=O)N1CCC(C(=O)N[C@@H](Cc2ccccc2)C(=O)NCc2ccc(F)cc2)CC1	1%	-25%	-18%	0%	-1%	7%
C=CCNC(=O)c1onc(CSc2cccc(Cl)c2)c1C(=O)O	3%	25%	-26%	-9%	6%	25%
CCOc1ccc(NS(=O)(=O)c2ccc3c(c2)N(C(C)=O)CCS3)cc1	-3%	?	-2%	14%	?	-23%
CCc1cccc(C)c1NC(=O)CCCSc1nc2ccccc2s1	6%	?	-2%	2%	?	?
O=C(Cc1ccccc1)NC(NCCCN1CCOCC1)(C(F)(F)F)C(F)(F)F	0%	17%	-11%	-1%	-3%	-14%
COc1c(OC)c(O)c2c(=O)c(O)c(-c3ccccc3)oc2c1OC	3%	-17%	1%	-6%	35%[activator]	11%
O=C(C1CCCCC1)N1CCC(c2nc3ccccc3[nH]2)CC1	-3%	-5%	22%	-8%	-25%	9.3µM*
CCC1=NN(C(=O)CCc2ccccc2O)C(O)(C(F)(F)F)C1 (stereo unspecified)	-3%	-2%	-8%	-3%	6%	?
Cn1c2ccccc2c2n[nH]c(=S)nc21	2%	7%	0%	-29%	23%	0%
CC(C)c1ccccc1N1CC(C(=O)O)CC1=O (stereo unspecified)	5%	4%	5%	-7%	50%[activator]	?
CCS(=O)(=O)c1ccc(Sc2nncn2C)c([N+](=O)[O-])c1	-3%	-3%	-30%	3%	?	23%
CC(OC(=O)C1CCN(S(=O)(=O)c2ccc(F)cc2)CC1)C(=O)NC1CCCCC1C (stereo unspecified)	.	4%	-22%	-2%	?	0%
Cc1cc(C)c(S(=O)(=O)NCC2CCC(C(=O)NCCCN3CCOCC3)CC2)c(C)c1 (stereo unspecified)	-1%	10%	-1%	0%	?	?

Ordered by formula weight (largest number first): 5 of the compounds above
smiles	LmPK inhibitor	HCV inhibitor	Sm TGR inh	Tb PYK inh	Pf growth 48h	Pf growth 96h
Cc1cc(C)c(S(=O)(=O)NCC2CCC(C(=O)NCCCN3CCOCC3)CC2)c(C)c1 (stereo unspecified)	-1%	10%	-1%	0%	?	?
CCc1cccc(C)c1NC(=O)CCCSc1nc2ccccc2s1	6%	?	-2%	2%	?	?
O=C(C1CCCCC1)N1CCC(c2nc3ccccc3[nH]2)CC1	-3%	-5%	22%	-8%	-25%	9.3µM*
CC(C)c1ccccc1N1CC(C(=O)O)CC1=O (stereo unspecified)	5%	4%	5%	-7%	50%[activator]	?
Cn1c2ccccc2c2n[nH]c(=S)nc21	2%	7%	0%	-29%	23%	0%

Going on with the list.
smiles	LmPK inhibitor	HCV inhibitor	Sm TGR inh	Tb PYK inh	Pf growth 48h	Pf growth 96h
NC(Cc1c[nH]c2ccccc12)C(=O)NCc1ccco1 (stereo unspecified)	7%	14%	-15%	2%	0%	43%[activator]
O=C1CCC([N+](=O)[O-])C(c2ccc(F)c(Br)c2)N1 (stereo unspecified)	2%	24%	3%	-1%	7%	?
CCOc1ccc(/C=C\C(C)=N\O)cc1	?	-4%	13%	-12%	218%[activator]	i
CCCCNC(=O)C1CCN(C/C(C)=C/c2ccccc2)CC1	5%	-2%	8%	1%	?	0%
COc1ccc(NC(=O)c2cccc(S(=O)(=O)N3CCCCCC3)c2)cc1	3%	?	1%	4%	?	6%
COc1cccc(NC(=O)CCSc2ccc(C)cc2)c1	0%	3%	-11%	-10%	19%	51%[activator]
Cc1cc(-c2ccc(C)c(S(=O)(=O)NCCCN3CCN(c4ccccc4)CC3)c2)on1	9%	?	-2%	-6%	?	?
COc1ccc(Cl)cc1NC(=O)CNC(c1ccccc1)c1ccccc1	1%	?	15%	-2%	?	1.7µM*
NS(=O)(=O)c1cccn1-c1ncc(C(F)(F)F)cc1Cl	5%	-2%	-6%	-7%	.	42%[activator]
COC(=O)c1sccc1NC(=S)N1CCC(C(N)=O)CC1	-8%[11.5 µM]	8%	4%	1%	14%	0%
